# Compound activity deposited in PubChem by several laboratories.
# IEC-6 tox: IEC-6 cytotoxicity, counter-screen for KLF5 inhibitors; luminescence viability; inhibition, % at 5 µM; 290,000 compounds, 0.78% hits; AID 1825; in the data active = inhibition above about 22%;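 note: 0% = plate median of test compound wells and 100% = cytotoxic reference compound wells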
# HSF-1 act: increases HSF-1 driven luciferase reporter signal; NIH3T3-HGL HSF-1 luciferase reporter, MG132, 8 h; 100% = twice DMSO control signal; activation, % at 9 µM; 300,000 compounds, 1.7% hits;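 active = mean replicate activation of at least 50% with a set share of replicates each reaching 50%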;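 note: 0% = median of the neutral control wells and 100% = twice that signal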
# KLF5 inh: kruppel-like factor 5 inhibition; DLD-1 KLF5 promoter-luciferase reporter, luminescence; 290,000 compounds, 0.23% hits; AID 1700; inhibition, % at 5 µM;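 active = inhibition above a per-plate limit of that plate's mean compound inhibition plus 3 SD, cut at about 60% in these data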;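 note: 0% = DMSO wells and 100% = LY294002 at 200 µM; higher means less KLF5 promoter-driven luciferase light; inactives centre near -14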
# aSyn 5UTR inh: MLPCN primary screen, SNCA 5' untranslated region; alpha-synuclein 5'UTR reporter, inhibitor activity; inhibition, % (tested at 7.5 µM); 300,000 compounds, 0.82% hits; in the data active = inhibition above about 60%;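 note: H4 neuroglioblastoma cells stably carrying SNCA 5'UTR luciferase fusion; 0% = DMSO wells and 100% = positive control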
# AI-2 QS mod: modulators of Vibrio harveyi AI-2 quorum sensing system. Vibrio harveyi JMH597 AI-2 luminescence/OD600 ratio, 9 h; hits give low values; strain lacks LuxN and CqsS sensors; 0 = neutral-control median. activity change, % at 7.5 µM. 300,000 compounds, 0.4% hits. AID 2094; in the data active = activity change below about -75%, passing the limit was not always enough;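 note: luminescence divided by OD600 gain over 9 h not by final OD600 alone; inactives centre near 13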
# HDAC3 inh: blocks human histone deacetylase 3. O15379. recombinant HDAC3, fluorogenic peptide/trypsin coupled, fluorescence. inhibition, % at 8.3 µM. 320,000 compounds, 0.15% hits; in the data active = inhibition above about 26%, passing the limit was not always enough
# Target sequence (O15379 whole entry, looked up): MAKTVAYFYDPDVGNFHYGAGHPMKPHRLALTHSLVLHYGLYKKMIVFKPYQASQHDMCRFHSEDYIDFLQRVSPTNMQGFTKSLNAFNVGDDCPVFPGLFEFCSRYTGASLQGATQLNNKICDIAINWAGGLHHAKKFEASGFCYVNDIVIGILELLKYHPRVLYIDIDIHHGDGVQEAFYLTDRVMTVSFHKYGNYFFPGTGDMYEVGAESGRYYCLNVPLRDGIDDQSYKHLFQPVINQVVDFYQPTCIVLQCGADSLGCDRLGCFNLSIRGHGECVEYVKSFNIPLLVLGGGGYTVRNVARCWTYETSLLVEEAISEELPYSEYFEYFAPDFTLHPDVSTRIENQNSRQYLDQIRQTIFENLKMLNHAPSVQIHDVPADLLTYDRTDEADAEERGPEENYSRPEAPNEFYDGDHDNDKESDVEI
# Platelet DG rel: modulates dense granule release in human platelets. AID 1663. inhibition, %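 (compounds screened at 7.5 µM in platelet-rich plasma)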. human platelet-rich plasma, SFLLRN dense granule ATP release, luminescence. 300,000 compounds, 0.22% hits;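 active = mean replicate score, as percent of positive control, at or above 50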
# HIF act: HIF pathway transcriptional activation | AID 1910 | activation, % at 7.5 µM (by protocol) | 300,000 compounds, 0.32% hits | U2OS HRE-luciferase reporter, luminescence; normalized: DMSO 0%, desferrioxamine 100%;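 active = mean activation of at least 10% of the iron chelator positive control signal, with at least half of replicates also reaching 10%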
# HSP90 refold inh: HSP90 refolding inhibition in rabbit reticulocyte lysate. inhibition, % at 5.6 µM. 290,000 compounds, 0.91% hits. AID 1789. luciferase refolding luminescence, 3 h;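 active = inhibition above the screen-wide mean plus 3 SD, computed separately per campaign, cut at about 16% in these data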;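 note: 0% = DMSO wells and 100% = 60 µM geldanamycin wells; inhibitors lower the luminescence because luciferase stays unfolded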
# HSF1 inh: HSF1 inhibition; NIH3T3-HGL HSE-luciferase, MG132-induced, luminescence 8 h; hits give low values; activity change, negative = inhibition, % at 7.5 µM (by protocol); 300,000 compounds, 0.77% hits;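 active = more than half of replicate wells show activity change below -50%, luminescence cut by over half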;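 note: luciferase reports HSF-1 transcriptional activity via heat shock element; 0% = median of DMSO wells and -100% = zero luminescence signal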
# Starred values were filed as active, the others as inactive; x = not tested or not shown.
# The opening four records (preview)
SMILES,IEC-6 tox,HSF-1 act,KLF5 inh,aSyn 5UTR inh,AI-2 QS mod,HDAC3 inh,Platelet DG rel,HIF act,HSP90 refold inh,HSF1 inh
O=C(Nc1ccc2c(c1)OCO2)C1CC(=O)N(c2cccc(Cl)c2)C1 (stereo not drawn),6,0,-4,-4,1,2,-2,0.2,2,3
COc1ccc(OC2CCN(C(=O)Nc3ccc(C)cc3)CC2)cc1,5,0,-83,-20,-2,-4,-5,-2.2,-7,0
CC(=O)NC(CC(=O)NCc1ccncc1)c1ccccc1 (stereo not drawn),-3,3,-9,-5,-4,7,-9,1.4,1,-9
CCOC(=O)CSc1ccc(S(=O)(=O)N2CCCC2)cc1[N+](=O)[O-],0,-3,-34,26,43,4,0,-1.0,2,6

# The listing, from the first entry:
SMILES,IEC-6 tox,HSF-1 act,KLF5 inh,aSyn 5UTR inh,AI-2 QS mod,HDAC3 inh,Platelet DG rel,HIF act,HSP90 refold inh,HSF1 inh
O=C(Nc1ccc2c(c1)OCO2)C1CC(=O)N(c2cccc(Cl)c2)C1 (stereo not drawn),6,0,-4,-4,1,2,-2,0.2,2,3
COc1ccc(OC2CCN(C(=O)Nc3ccc(C)cc3)CC2)cc1,5,0,-83,-20,-2,-4,-5,-2.2,-7,0
CC(=O)NC(CC(=O)NCc1ccncc1)c1ccccc1 (stereo not drawn),-3,3,-9,-5,-4,7,-9,1.4,1,-9
CCOC(=O)CSc1ccc(S(=O)(=O)N2CCCC2)cc1[N+](=O)[O-],0,-3,-34,26,43,4,0,-1.0,2,6
CCN(C(=O)COC(=O)C1CCN(S(=O)(=O)c2c(Cl)cccc2Cl)CC1)C1CCCCC1,-1,0,-7,0,44,-3,4,-0.4,1,-4
CC(=O)N1CCc2ccc(S(=O)(=O)N3CCN(C)CC3)cc21,4,24,-4,-10,1,-7,-3,-0.7,4,-6
Cc1cc(Nc2cc(F)ccc2C)n2nc(C)nc2n1,0,1,-12,9,29,-2,2,0.6,-6,-2
Fc1ccc(-c2nc3cnccn3c2NC2CCCC2)cc1,-2,25,8,21,16,-3,0,0.9,-2,0
O=C(Cn1ncc2c1-c1ccccc1OC2)N1CCc2ccccc21,2,-5,-3,17,21,x,1,-0.1,2,6
COc1cccc(C(c2nnnn2Cc2ccccc2)N2CCN(C3CCCC3)CC2)c1OC (stereo not drawn),6,-3,-32,3,21,-11,1,-0.3,2,-9
O=C(Cc1c[nH]c2ccccc12)NNC(=O)c1ccccc1,2,37,2,-3,28,-1,-15,-34,1,12
O=C(Nc1ccc(S(=O)(=O)Nc2nccs2)cc1)C1=NN(c2ccccc2)C(=O)CC1,5,4,-18,24,8,-1,-7,-0.2,4,2
CCN1C(=O)N(c2ccc(C(C)=O)cc2)S(=O)(=O)c2ccccc21,5,33,-46,-2,13,-7,3,0.1,4,5
COc1ccc(/C=N/NC(=O)c2ccc3c(c2)OCCO3)cc1[N+](=O)[O-],2,-76,2,-4,9,6,25,-0.6,-2,-80*
COc1ccc(C(=O)NC2CCCc3ccccc32)cc1 (stereo not drawn),-2,5,-5,12,13,10,-1,0.1,1,-9
COc1ccc(S(=O)(=O)/N=C2/C=CC(=O)C(C)=C2C)cc1,4,-1,-21,-29,19,-1,4,-0.2,6,-5
CCc1ccc(S(=O)(=O)NCc2cn3c(C)csc3n2)s1,-3,10,15,2,19,x,-1,-0.3,0,7
Cc1ccc(C)c(C(=O)COC(=O)CN2C(=O)C3C4C=CC(C4)C3C2=O)c1 (stereo not drawn),-2,-3,-26,5,x,-1,6,0.4,-3,-1
C=C(C)CNC(=S)N/N=C/c1ccc(N2CCOCC2)cc1,0,-13,-24,-64,2,-20,-7,1.3,-1,10
COc1ccc(CCNS(=O)(=O)c2csc(C(N)=O)c2)cc1OC,-2,-14,-19,-11,-6,7,-1,0.3,-3,0
N#C/C(=C\C=C\c1ccccc1[N+](=O)[O-])C(=O)NCc1ccccc1,11,94*,-3,-291,-5,-1,0,0.1,5,56
Cc1cc(C)n(-c2cc(N3CCN(C(=O)c4cccc(F)c4)CC3)ccc2[N+](=O)[O-])n1,0,1,-5,29,5,5,0,0.3,4,-4
CCOC(=O)c1sc(=S)sc1SCc1cccc(C(F)(F)F)c1,-1,23,-31,-31,9,-2,-2,-0.3,-2,6
CC(=O)N1[C@H](Cc2ccccc2)C=C[C@]1(C)C(=O)NCCc1c[nH]c2ccccc12,-1,-5,8,-19,11,0,-6,0.7,-1,3
COc1ccc(NC(=O)CSc2nnc(-c3ccccc3Cl)n2Cc2ccco2)c(OC)c1,5,4,5,-2,16,-2,11,-0.8,-1,4
# Additional entries
SMILES,IEC-6 tox,HSF-1 act,KLF5 inh,aSyn 5UTR inh,AI-2 QS mod,HDAC3 inh,Platelet DG rel,HIF act,HSP90 refold inh,HSF1 inh
Cc1ccc(S(=O)(=O)N(C)C)cc1NC(=O)COC(=O)CSc1ccccc1,x,-3,x,-9,-3,4,-5,1.2,x,1
COC(=O)C1=C(Nc2ccccc2NS(=O)(=O)c2ccc(C(F)(F)F)cc2Cl)CSC1,1,37,-5,-8,16,21,7,0.6,1,9
Cc1cccc(NCc2n[nH]c(=S)n2-c2ccccc2)c1,0,9,-13,-5,3,5,-6,-0.2,-3,-3
Cc1nnsc1C(=O)N/N=C/c1cccc(C(F)(F)F)c1,5,32,4,11,13,-1,-3,0.8,0,22
CC(C)C(=O)Nc1ccc(O)c(-c2csc(N)n2)c1,-2,-1,1,-9,10,-2,9,0.1,2,-1
CC(C)NC(=O)NC(=O)CN1C(=O)NC(Cc2c[nH]c3ccccc23)C1=O (stereo not drawn),0,-23,-40,4,20,-5,4,-0.5,10,-10
c1ccc(Cn2nnc3c(NCC4CCCO4)ncnc32)cc1 (stereo not drawn),0,2,-3,4,17,2,3,0.0,5,8
COc1ccc(/C=N/NC(=O)C2(O)c3ccccc3-c3ccccc32)cc1,-6,-21,-31,9,5,-2,7,-1.4,-3,2
O=C(N/N=C/c1ccco1)c1ccc(NC(=O)C2CC2)cc1,-5,42,-6,3,14,-1,7,-0.2,-2,8
O=C(O)/C(=C\c1ccccc1OC(F)F)Sc1nnc(-c2ccc(F)cc2)o1,3,-1,14,19,2,-8,-5,-0.6,4,-6
O=C(CN1CCCCCCC1)Nc1cc(Cl)cc(Cl)c1,-1,43,9,11,4,2,12,-0.6,-1,11
O=C(Oc1cncc(Cl)c1)c1ccco1,5,9,-16,0,19,-6,7,-0.2,1,-4
CCC(C(=O)Nc1ccc(C(C)C)cc1)c1ccccc1 (stereo not drawn),2,-7,-29,-9,9,0,-5,0.5,1,3
CCCCCCCCOc1ccc(C2CC(=O)NC2=O)cc1 (stereo not drawn),0,9,-21,10,22,7,6,0.1,0,-3
C=CCC(C(=O)NC(C)c1ccccc1)C(=O)NC(C)c1ccccc1 (stereo not drawn),-7,25,-23,-5,21,-2,-6,-13,-5,2
COC(=O)c1cscc1NC(C)=O,-5,5,5,8,9,11,-5,-0.3,-6,-1
COc1ccc(CNCCCC(=O)Nc2c(Cl)ccc(C)c2Cl)cc1OC,-3,2,-14,6,-2,7,5,-0.3,5,-4
CCOC(=O)C1=C(O)C(=O)N(C2CCCCC2)C1,-1,-7,-32,16,31,3,-9,-1.5,1,0
Cc1ccc(/C=N/NC(=O)c2ccccn2)s1,0,34,-107,-27,13,8,-1,0.1,18*,1
CC1CCN(S(=O)(=O)c2cn(CC(=O)Nc3ccc(OC(F)(F)F)cc3)cn2)CC1,-2,2,-12,15,8,0,-1,-0.1,-6,-1
Cc1ccsc1/C=C(\C#N)C(=O)NCCCN1CCOCC1,-5,-7,-25,-3,15,x,10,0.1,3,-5
CN(CC(=O)NCc1ccccc1F)S(=O)(=O)c1ccc(Cl)cc1,2,1,-5,8,18,-4,17,-3.4,-2,-4
COc1ccc(CCNS(=O)(=O)c2ccc([N+](=O)[O-])cc2)cc1OC,-2,2,-26,6,20,6,5,0.3,3,5
CC(OC(=O)Cc1ccsc1)C(=O)Nc1ccc(Cl)cn1 (stereo not drawn),x,-4,x,-12,-3,9,4,0.4,x,-2
N#CCc1c(C#N)c(N)nc(N2CCN(Cc3ccc4c(c3)OCO4)CC2)c1C#N,0,1,-24,13,30,-7,-4,-0.6,5,-5
# Later entries.
SMILES,IEC-6 tox,HSF-1 act,KLF5 inh,aSyn 5UTR inh,AI-2 QS mod,HDAC3 inh,Platelet DG rel,HIF act,HSP90 refold inh,HSF1 inh
O=C(CN1CCN(S(=O)(=O)c2cc(Cl)ccc2Cl)CC1)Nc1ccc2c(c1)OCCO2,4,x,-19,x,37,1,x,x,0,x
COCCn1c(CN2CC(C)CC(C)C2)nc2c1c(=O)n(C)c(=O)n2C (stereo not drawn),0,-10,-10,-13,14,-5,-5,0.1,-2,3
CC1CCN(S(=O)(=O)c2ccc3[nH]c(=O)ccc3c2)CC1,-8,3,3,10,16,-5,24,0.1,-10,6
Clc1cccc2c1CCN(Cc1nc(-c3cnccn3)no1)C2,0,3,1,1,7,0,0,-0.8,0,-3
COc1ccc(OC)c(N(CC(=O)N2CCCC2)S(=O)(=O)c2ccc(OC)c(OC)c2)c1,-2,-4,7,4,26,5,16,-0.3,3,-3
Cc1ccc(OCC(=O)Nc2cc(C(C)(C)C)on2)cc1C,2,22,-23,-1,23,3,-2,-0.4,-6,10
Cc1cc(C)c(NC(=O)CN2C(=O)CC(C)S(=O)(=O)c3ccccc32)c(C)c1 (stereo not drawn),-11,-15,-19,11,34,1,-4,0.0,-1,-10
O=C(c1ccc(F)cc1Cl)N1CCN(CCc2ccccc2)CC1,-4,6,-54,5,7,1,6,-13,-1,-1
COc1ccc(NC(=O)CN2CCN(S(=O)(=O)c3ccc(Br)cc3)CC2)c(OC)c1,-9,-2,-18,18,7,0,-5,-1.2,-2,3
Cn1cccc1Cc1nnc(SCC(=O)Nc2nccs2)n1CCc1ccccc1,-1,-4,6,-25,31,2,-2,-0.1,1,-4
O=C1CC(C(=O)Nc2cccc(Cl)c2)n2ncnc2N1 (stereo not drawn),0,0,-6,17,11,6,-11,-0.1,-4,0
O=C(NCC1CCCO1)c1cc(S(=O)(=O)Nc2ccc(Br)cc2)ccc1Cl (stereo not drawn),-1,4,0,-6,50,0,-1,-0.4,1,4
O=C(Cn1nc(-c2ccc(Cl)cc2)ccc1=O)NCCCN1CCN(Cc2ccccc2)CC1,-4,18,7,37,12,-2,12,0.0,-1,11
Cc1ccc2[nH]c(O)c(N=Nc3nc4ccccc4s3)c2c1,2,-9,-14,1,8,3,12,-0.3,-2,10
COc1ccc(OC)c(NC(=O)C2CCN(c3ncccn3)CC2)c1,6,x,-7,-10,45,0,-2,-0.8,2,x
N#Cc1cn(Cc2ccncc2)c(=O)[nH]c1=O,9,-24,-10,-20,8,-2,-2,-0.1,1,-6
Cc1ncc([N+](=O)[O-])n1CCOC(=O)Nc1ccc([N+](=O)[O-])cc1,-3,7,-11,18,6,11,7,-0.1,3,-1
O=C(Nc1ccc(Br)cc1)c1cccc(S(=O)(=O)Nc2ccccn2)c1,-1,3,-16,-5,10,x,-4,-0.1,3,-7
Cc1ccc(S(=O)(=O)N2CCN(C(=O)c3c(-c4ccccc4)noc3C)CC2)c(C)c1,1,-79,-14,6,27,5,-2,-0.1,-4,-76*
Cc1ccc(S(=O)(=O)N2CCC(C(=O)N[C@@H](C)C(=O)Nc3ccc4c(c3)OCO4)CC2)cc1,2,10,-23,-5,22,-4,-9,-0.1,2,-3
Cc1cccc2cc(COC(=O)c3cccc([N+](=O)[O-])c3)c(=O)[nH]c12,9,-6,12,22,29,0,1,0.2,5,0
CCOC(=O)N1CCN(C(=O)CCSCCc2ccncc2)CC1,-7,-4,2,14,41,7,1,-0.1,1,2
